Bioassay records (PubChem BioAssay)
IP6K1 inhibitor: IP6K1 kinase inhibition. activity change, % (series mostly up to about 58 µM). AID 1645851. IP6K1 kinase, ADP-Glo luminescence, 2 h; stronger effect = lower value. 0.81% of 140,000 active. Q92551; in the data active = activity change below about -25%
Target sequence (Q92551 whole entry, looked up): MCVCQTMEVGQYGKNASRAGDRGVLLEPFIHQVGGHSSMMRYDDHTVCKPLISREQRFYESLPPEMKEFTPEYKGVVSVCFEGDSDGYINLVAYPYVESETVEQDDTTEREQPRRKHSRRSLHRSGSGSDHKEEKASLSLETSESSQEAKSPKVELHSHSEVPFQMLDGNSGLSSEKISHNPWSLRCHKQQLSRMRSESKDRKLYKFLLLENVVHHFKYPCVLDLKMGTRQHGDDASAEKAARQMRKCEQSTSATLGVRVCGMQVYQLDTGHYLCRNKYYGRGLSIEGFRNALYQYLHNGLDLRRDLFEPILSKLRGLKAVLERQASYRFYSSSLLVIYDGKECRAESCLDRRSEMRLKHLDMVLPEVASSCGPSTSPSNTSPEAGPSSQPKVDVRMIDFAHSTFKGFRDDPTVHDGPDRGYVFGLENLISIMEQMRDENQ
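ADP-Glo luminescence measures ADP made by human IP6K1 during a 2 h RT reaction with ATP/IP6 (mix at 1.3 mM/130 uM); top library doses 57.5 and 19.1 uM final.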
GPT2 inhibitor: GPT2 alanine aminotransferase inhibition | Q8TD30 | Recombinant GPT2, coupled pyruvate oxidase/HRP Amplex Red fluorescence | Potency, µM (top dose mostly 57.7 µM), for inactives: at the top dose activity change, negative = inhibition, most hits filed as inhibitors | 0.25% of 100,000 active | AID 1671188; note: potency is the fitted concentration of half-maximal effect; nearly all actives have a fitted effect of over 60% in size; many of its hits are not listed in these tables
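Inhibition is scored from Amplex Red fluorescence generated when pyruvate oxidase and HRP act on pyruvate released by GPT2. Reactions contain 10ng/uL enzyme, 250uM a-KG and 2mM L-alanine and run 30 min at room temperature.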
HEK293 tox: cytotoxic compounds in HEK 293 cells; HEK 293 viability, ATP luminescence (CellTiter-Glo), 48-72 h; Potency, µM (doses to about 115 µM), without a hit: top-dose activity change, negative = cytotoxicity, most hits filed as inhibitors; 6.6% of 94,000 active; AID 1345083; note: potency is the fitted concentration of half-maximal effect; nearly all actives have a fitted effect of over 60% in size
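Read-out: CellTiter-Glo ATP luminescence. Cells: HEK 293, 250 cells/well. Exposure: 48 or 72 hr, 37 degree Celsius.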
SNCA expr inhib: reduces expression of the alpha-synuclein gene | HEK-293 SNCA-luciferase knock-in, luminescence, 24 h | Potency, µM (titrated, usually from 57.2 µM), for the others: at the highest dose activity change, negative = inhibition, hits mostly inhibitors | 0.17% of 140,000 active;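 note: potency is the fitted concentration of half-maximal effect; plate controls were DMSO cells for no effect and cell-free wells for full effect; nearly all actives have a fitted effect of over 45% in size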
FLuc inh: inhibitors of firefly (Photinus pyralis) luciferase. purified P. pyralis luciferase, luminescence, biochemical. P08659. 2.5% of 76,000 active. Potency, µM (titrated, usually from 115 µM), for the others: top-dose activity change, negative = inhibition, most hits filed as inhibitors; note: potency is the fitted concentration of half-maximal effect; nearly all actives have a fitted effect of over 65% in size
Target sequence (P08659 whole entry, looked up): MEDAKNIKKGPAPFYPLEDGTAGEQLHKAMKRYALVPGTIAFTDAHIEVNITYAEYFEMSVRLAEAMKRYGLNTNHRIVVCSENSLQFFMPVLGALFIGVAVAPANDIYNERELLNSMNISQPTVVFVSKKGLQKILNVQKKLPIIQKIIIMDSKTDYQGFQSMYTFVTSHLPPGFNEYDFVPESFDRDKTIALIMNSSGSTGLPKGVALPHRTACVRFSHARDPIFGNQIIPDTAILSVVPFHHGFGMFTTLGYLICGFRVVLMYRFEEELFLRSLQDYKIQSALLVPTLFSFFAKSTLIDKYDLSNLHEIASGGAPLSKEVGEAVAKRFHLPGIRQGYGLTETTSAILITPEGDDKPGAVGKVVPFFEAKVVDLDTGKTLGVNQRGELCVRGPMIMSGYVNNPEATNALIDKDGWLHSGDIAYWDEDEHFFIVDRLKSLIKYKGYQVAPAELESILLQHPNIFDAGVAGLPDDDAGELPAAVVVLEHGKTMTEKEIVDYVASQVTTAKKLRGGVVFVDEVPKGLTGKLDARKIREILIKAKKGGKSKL
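Luminescence read by CCD imaging after purified firefly luciferase (10nM final) was added to substrate buffer holding 10uM D-luciferin and 10uM ATP, pH 7.5, pre-dosed with compound.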
HEK293 viab: reduces viability of HEK-293 SNCA reporter cells. HEK-293-SNCA-luc viability, GF-AFC fluorescence, 24 h. Potency, µM (top dose mostly 57.1 µM), for inactives: at the highest dose activity change, negative = cytotoxicity, usual class: cytotoxic. 0.12% of 150,000 active. AID 1671193;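 note: potency is the fitted concentration of half-maximal effect; 0% = DMSO-treated cells and -100% = medium-only wells without cells; nearly all actives have a fitted effect of over 30% in size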
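Cytotoxicity counterscreen: after 24 h compound treatment of genome-edited SNCA-luciferase HEK-293 cells, live-cell protease substrate GF-AFC read by fluorescence after 30 min; activity scaled between DMSO (0%) and medium-only (-100%), curves Hill-fitted.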
3T3 cytotox: kills NIH 3T3 cells; NIH 3T3 viability, CellTiter-Glo ATP luminescence, 48-72 h; Potency, µM (highest dose often 96.7 µM), inactives show at the highest dose activity change, negative = cytotoxicity, actives largely listed as inhibitors; 4.3% of 94,000 active; AID 1345082; note: potency is the fitted concentration of half-maximal effect; nearly all actives have a fitted effect of over 55% in size
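Cytotoxicity is measured as loss of cellular ATP: NIH 3T3 cells (400/well) are exposed to compound for 48 or 72 hr at 37 °C, then CellTiter-Glo luminescence is imaged after 10 min at room temperature.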
Numbers without * were called inactive; i = inactive; ? = inconclusive; nt = not tested or not shown; [ ] = another dose, or the depositor's remark. Unless noted, calls come from the whole dose curve; as a rule, active = well fitted curve in the direction sought with a large enough effect; inconclusive = small, poorly fitted or top-dose-only effect, or another doubt; inactive = no such curve, though single readings can be large; an effect the other way counts as inactive or inconclusive. Unless noted, % is set by controls: 0 for no effect and ±100 for the full control effect.

smiles	IP6K1 inhibitor	GPT2 inhibitor	HEK293 tox	SNCA expr inhib	FLuc inh	HEK293 viab	3T3 cytotox
CN(C)C[C@@H]1CN(S(C)(=O)=O)C[C@H]1NC(=O)CCc1nc2ccccc2[nH]1	6	i	3%	-14%	6%	-6%	-5%
CCC1Oc2ccc(C)cc2N(CC(=O)NCc2ccc(F)cc2)C1=O (configuration not stated)	-12	nt	nt	-3%	nt	-1%	nt
COc1ccc(C(=O)N2CCc3nn(Cc4ccccc4)c(=O)n3CC2)cn1	9	4%	-9%	-12%	-20%	0%	-25%
CNC(=O)c1c(NC(=O)Cc2coc3ccc(C)cc23)sc2c1CCCC2	-2	nt	nt	-25%	nt	-9%	nt
CC(C)c1ccc(S(=O)(=O)c2nnn3c2nc(N2CCOCC2)c2sccc23)cc1	33	nt	nt	-4%	nt	2%	nt
CCN(Cc1ccccc1)c1ncnc2c1cnn2-c1ccc(F)cc1	-1	nt	nt	116%[activator]	nt	17%	nt
Cn1c(=O)c2c(nc(NCc3ccccc3)n2Cc2ccc(Cl)c(Cl)c2)n(C)c1=O	-1	nt	nt	?	nt	-28%	nt
COc1ccccc1NC(=O)c1oc2ccccc2c1NC(=O)C(C)C	26	nt	nt	-9%	nt	-4%	nt
Cc1ccc(F)cc1CN1CCOc2cc([S+](=O)([O-])N(C)C)ccc2C1	3	i	40µM*	-10%[87.6 µM]	-7%[172 µM]	0%[87.6 µM]	?
CN(Cc1ccccc1)C(=O)c1ccc2c(c1)[nH]c(=O)n2C1CCC(O)CC1 (configuration not stated)	-2	i	-3%	4%	-3%	-4%	-2%
COCCNC(=O)CCC(=O)NNc1nc2ccccc2c2nc(-c3ccccc3)nn12	-5	nt	nt	19%	nt	-2%	nt
COC(=O)c1c(-c2ccc(Cl)cc2)noc1N1CCN(c2ccccc2OC)CC1	0	nt	nt	6%	nt	-3%	nt
CCN(Cc1ccccc1)C(=O)Cn1nc2n(c1=O)CCCCC2	-10	3%	2%	-4%	8%	3%	i
Cc1cc(N2CCCCC2)nc2ccc(NC(=O)CCC(=O)N3CCN(c4cccc(Cl)c4)CC3)cc12	41	nt	nt	0%	nt	5%	nt
COc1ccc(N(C)C(=O)C2CCN(S(=O)(=O)c3cc(Br)cc4c3N(C(C)=O)CC4)CC2)cc1	10	nt	nt	19%	nt	2%	nt
COCCOCC1(CNC(=O)C2CC2)C[C@@H](O)[C@@H](O)C1 (some centres not stated)	9	1%[88.5 µM]	?	-7%[87.6 µM]	0%[230 µM]	-4%[87.6 µM]	-2%[174 µM]
COc1cc(C)c(C(=O)O[C@H]2[C@@H](OC(C)=O)[C@H](n3ccc(=O)[nH]c3=O)O[C@@H]2CO)c(OC)c1	6	1%[27.3 µM]	nt	nt	nt	8%[23.9 µM]	nt
COCCOc1ccnc(-c2noc([C@@H]3CCCN3Cc3cccc(OC(F)(F)F)c3)n2)c1	11	-1%	?	5%	-4%	3%	?
CC(C)NC(=O)CC[C@@H]1CNC(=O)[C@@H]2C[C@H](NCc3ccc(N(C)C)cc3)CN12	6	i	4%[172 µM]	53%[activator][87.6 µM]	-10%[172 µM]	0%[87.6 µM]	3%[174 µM]
Oc1ccccc1-c1cc(C2=CCOCC2)c2cncn2c1	-13	-1%[88.5 µM]	100µM*	2%[87.6 µM]	4%[230 µM]	2%[87.6 µM]	63µM*
CC(C)=CCCC1(C)/C=C/C(OC(=O)C=C(C)C)C(C)(O)/C=C/C(=O)/C(CO)=C\C1 (configuration not stated)	2	-10%[27.3 µM]	nt	nt	nt	13µM*	nt
Cc1ccc(C(=O)Nc2ccc(C(=O)OCc3cc(=O)n4ccsc4n3)cc2)cc1	-5	nt	nt	11%	nt	8%	nt
O=C(Cc1ccccc1)N1CCC2(CC1)CN(c1ncccn1)CC2CO (configuration not stated)	19	i	-7%	?	9%	-7%	-3%
O=C(CCc1nnn2c1CN(C(=O)NCc1ccc(F)cc1)CC2)N1CCOCC1	3	i	i	5%	-10%	-6%	i
COc1ccc(OCC2(C)COc3ccc(C(=O)NCC4CCOCC4)cc3N2)cc1 (configuration not stated)	-2	-2%[88.5 µM]	?	-4%[87.6 µM]	-11%[172 µM]	6%[87.6 µM]	?
Clc1ccc(-c2nnc3n2CCN(CC2CC2)C3)cc1	6	i	0%[172 µM]	5%[87.6 µM]	nt	5%[87.6 µM]	?
CCCOc1ccc(CN2CCC3(CC2)CC(O)CCO3)cc1OC (configuration not stated)	0	0%	-8%	-3%	6%	3%	0%
Cc1cnc(CN2CCC3(CCC(=O)N(CCCO)C3)CC2)[nH]1	6	-13%[11.5 µM]	i	-12%	12%	-6%	-4%
CCOc1ccccc1C(=O)NC(C)C(=O)N1CCN(c2ccccn2)CC1 (configuration not stated)	1	i	?	?	-7%	8%	?
CCOc1ccccc1CNC(=O)c1cnc2sc(N3CCCCCC3)nn2c1=O	-8	nt	nt	-20%	nt	2%	nt
CN1CCN(C(=O)c2cnn(-c3ccc(F)cc3F)c2C2CCN(C(=O)OC(C)(C)C)CC2)CC1	-5	nt	nt	-1%	nt	-7%	nt
Cc1ccc(-n2ncc(C(=O)N3CCN(c4cccc(C)c4)C(C)C3)c2C2CCN(C(=O)OC(C)(C)C)CC2)cc1 (configuration not stated)	-1	nt	nt	?	nt	9%	nt
Cc1ncoc1C(=O)N1CCCC(c2nnnn2C)C1 (configuration not stated)	13	0%	-1%	-16%	0%	6%	-10%
COc1cc(-c2noc(-c3nc(-c4ccc5c(c4)OCO5)no3)n2)cc(OC)c1OC	10	i	-1%	3%	5%	-2%	3%
CCCOc1ccc(C2c3c(-c4ccccc4O)n[nH]c3C(=O)N2Cc2cccnc2)cc1 (configuration not stated)	-1	nt	nt	?	nt	?	nt
COc1cccc(Nc2ccc3c(n2)C(C)(C(=O)NCC2CC2)CN(C)C3)c1 (configuration not stated)	6	-9%[88.5 µM]	?	-5%[87.6 µM]	?	?	?
Cc1cnn(CCC(=O)N2CCC(C3CCN(S(C)(=O)=O)CC3)C2)c1 (configuration not stated)	28	i	-10%	-5%	0%	-9%[12.5 µM]	-3%
COc1ccccc1CCNC(=O)c1ccc2c(c1)c(C)c(C)n2C	1	nt	nt	65%[activator]	nt	-17%	nt
COC[C@@H]1CN(C(=O)c2ccc(=O)[nH]c2)C[C@H]1c1ccncc1	-14	i	5%	16%	2%	-22%	i
CC(=O)c1[nH]c(C)c(C(=O)N[C@H]2[C@H]3CCO[C@H]3[C@@H]2N2CCCC2)c1C	4	?	i	8%	11%	14%	i
Cn1ccnc1CN1CCC2(CC1)CC(c1ccccc1)C(=O)N(C1CC1)C2 (configuration not stated)	18	i	-21%	30%	5%	-13%	0%
O=c1c2c3c(nn2ccn1Cc1ccc(Cl)cc1)CCCC3	30	i	?	12%	-17%	6%	?
CCOc1ccc(CCNC(=O)c2ccc3c(c2)N(Cc2ccccc2F)C(=O)c2ccccc2S3=O)cc1OCC (configuration not stated)	5	nt	nt	-27%	nt	8%	nt
CC(C)NC(=O)C[C@@H]1C[C@H]2O[C@H](CNCc3cnccc3Cl)[C@@H](O)[C@H]2O1	22	i	-2%[172 µM]	12%[87.6 µM]	2%[172 µM]	-4%[87.6 µM]	0%[174 µM]
COc1cccc(C(=O)c2cn(CC(=O)NCCc3ccccc3)c3nc(C)ccc3c2=O)c1	7	nt	nt	?	nt	?	nt
COc1ccccc1Oc1c(CCC(=O)NCC2CCCO2)c(C)nn1-c1ccc(F)cc1 (configuration not stated)	9	-20%	?	10%	-4%	-5%	?
Cc1ccc(Cc2nc3ccccc3nc2SCC(=O)NCCc2ccccc2)cc1	31	nt	nt	17%	nt	6%	nt
CCCSc1oc(-c2cccs2)nc1S(=O)(=O)c1ccc(C)cc1	-3	nt	nt	1%	nt	7%	nt
CCN(CC)Cc1cnc2c(C(=O)N3CCCN4CCC[C@H]4C3)cnn2c1	0	-20%	i	-13%	-1%	-8%	i
CC(C)NC(=O)C[C@@H]1O[C@H](CNCc2ccc(F)cc2)[C@@H](O)[C@H]1O	5	-11%[88.5 µM]	-1%[172 µM]	6%[87.6 µM]	1%[172 µM]	3%[87.6 µM]	-1%[174 µM]
Cc1ccc(C(=O)N2CCC3(CC2)NC(=O)N(c2ccccc2)N3)cc1C	11	?	?	-13%	0%	3%	?
O=C(Nc1ccccc1)c1nc2c(o1)CCN(Cc1cccnc1)CC2	11	-10%[88.5 µM]	79µM*	-64%[87.6 µM]	0.35µM*	-10%[87.6 µM]	?
Cc1cc(C)cc(-n2ccn(CC(=O)Nc3ccccc3F)c(=O)c2=O)c1	-10	nt	nt	-7%	nt	1%	nt
COc1ccccc1CC(=O)Nc1cnc(-c2cccnc2)nc1	1	i	6%	69%[activator]	?	4%	-14%
Cc1csc2nc(COc3cccc(NC(=O)c4ccccc4F)c3)cc(=O)n12	18	nt	nt	-7%	nt	?	nt
O=C(c1ccc2c(c1)OCO2)N1CCC2(CC1)NC(=O)N(c1cccc(F)c1)N2	19	-21%	?	-10%	12%	4%	?
CS(=O)(=O)N(C1CCOCC1)C1CN(C(=O)c2cncc(Br)c2)C1	-2	-7%	-7%	?	0%	-3%	2%
O=C(NCC1Cn2cccc2CN1Cc1ccccc1)Nc1ccccc1 (configuration not stated)	-10	i	?	-1%	nt	2%	?
COc1ccc(C(=O)N2CCC3(CC2)CC(CN2CCOCC2)N(C)C3)cc1F (configuration not stated)	20	i	-17%	20%	nt	10%	-19%
CCCNC(=O)c1c(OCC2CC2)cc(=O)n2c1CCCCC2	14	i	23%	42%[activator]	-2%	3%	2%
COc1ccccc1NC(=O)Cn1c(N(C)Cc2ccccc2)nc(C)cc1=O	23	-3%	?	-16%	5%	1%	?
CC(C)c1nn2c(=O)cc(COC(=O)c3ccccc3NC(=O)c3cccc(Cl)c3)nc2s1	-8	nt	nt	-1%	nt	7%	nt
